Screening data: PubChem, several laboratories
PHOSPHO1 inh – inhibitors of human PHOSPHO1 phosphatase | recombinant PHOSPHO1, absorbance phosphatase assay | AID 1565 | 290,000 compounds, 1.1% hits | inhibition, % at 13.3 µM | Q8TCT1; in the data active = inhibition above about 60%
IMP-1 inh – inhibitors of Pseudomonas aeruginosa IMP-1 metallo-beta-lactamase. purified IMP-1, nitrocefin hydrolysis, epi-absorbance fluorescence. inhibition, % at 5.6 µM. 290,000 compounds, 0.45% hits. AID 1556;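 active = inhibition above the mean plus 3 SD of all compounds in the same screening run, cut at about 4.5% in these data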;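 note: 0% = IMP-1 with DMSO and 100% = DMSO wells lacking enzyme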
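System: Purified IMP-1 | Read-out basis: Percent enzyme inhibition | Controls: IMP-1 with DMSO as 0%, enzyme-free DMSO as 100% | Replicates: One well per compound | Doses: 5.6 µM nominal single concentration | Detection: Epi-absorbance fluorescence, 480 nm excitation, 530 nm emission | Incubation: 25 °C, 15 min preincubation, 25 min reaction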
GPR7 antagonist – blocks human GPR7 receptor signaling; P48145; GPR7-expressing cells, fluorescence antagonist assay; inhibition, % at 4.4 µM; 290,000 compounds, 1.1% hits; in the data active = inhibition above about 16%, passing the limit was not always enough;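 note: cells stimulated with the agonist NPW; 0% = agonist with vehicle and 100% = vehicle without agonist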
p-CIP stab down – lowers stability of the mouse p/CIP coactivator protein. F442A p/CIP-EGFP cells, EGFP fluorescence, 16 h. Q05BA5. 290,000 compounds, 0.01% hits. decrease of EGFP signal, % at 10 µM;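 active = EGFP signal decrease of at least 30% at 10 µM or well 3 SD below plate mean, unless failing retest; inactive = the rest, including hits failing retest or dose response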; note: some compounds called inactive have numbers as strong as hits; many of its hits are not listed in these tables
IDE inh – cellular human IDE inhibition; HEK cells, FAbetaB cleavage, fluorescence polarization; inhibition, % at 5.59 µM; 320,000 compounds, 0.41% hits; AID 434962;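 active = percent inhibition above the average of all tested compounds plus 3 SD, set per screening campaign, cut at about 16% in these data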;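 note: IDE supplied by intact live HEK cells; FP after avidin binding of uncleaved biotin substrate so inhibition keeps polarization high; 0% = DMSO wells and 100% = 60 µM reference IDE inhibitor Ii1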
NALP1 inh – blocks the NALP1 inflammasome reconstituted in yeast; S. cerevisiae NALP1/ASC/caspase-1 growth, X-gal OD620, 72 h; inhibition, % at 10 µM; 280,000 compounds, 0.61% hits; AID 2071; in the data active = inhibition mostly above about 24%, no sharp cut-off; inactive = mostly below about 32%; note: some compounds called inactive have numbers as strong as hits
IDE act – activators of human insulin-degrading enzyme in cells | HEK cells, FAbeta-B cleavage, fluorescence polarization; 0% vehicle, 100% cell-free pure enzyme wells | activation, % at 5.96 µM | 340,000 compounds, 0.073% hits;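 active = activation above the mean of all tested compounds plus 3 SD, set per screening campaign, cut at about 17% in these data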
PfM18AAP inh – blocks P. falciparum M18 aspartyl aminopeptidase. AID 1822. 290,000 compounds, 1.2% hits. inhibition, % at 7.35 µM. recombinant PfM18AAP, H-Glu-NHMec fluorogenic cleavage;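 active = inhibition above the campaign mean inhibition over all tested compounds plus 3 SD, cut at about 28% in these data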;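 note: 0% = plate median of test compound wells and 100% = 2 mM ZnCl2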
VIM-2 inhibitor – inhibitors of Pseudomonas aeruginosa VIM-2 metallo-beta-lactamase. purified VIM-2, nitrocefin hydrolysis, epi-absorbance fluorescence. inhibition, % at 5.6 µM. 290,000 compounds, 0.89% hits. AID 1527;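 active = inhibition above the mean of all tested compounds plus 3 SD, cutoff set per screening run, cut at about 7.5% in these data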;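 note: red hydrolysis product quenches plate fluorescence so inhibitors raise well fluorescence; 0% = enzyme with DMSO and 100% = DMSO without enzyme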
Active calls of the source: *; · = not tested or not shown.

SMILES | PHOSPHO1 inh | IMP-1 inh | GPR7 antagonist | p-CIP stab down | IDE inh | NALP1 inh | IDE act | PfM18AAP inh | VIM-2 inhibitor
CC(C)(C)OC(=O)N1CCC(CNC(=O)c2cccs2)CC1 | 3 | -4.4 | -13 | -2 | 7 | · | · | 2 | -3.4
CCOC(=O)N1CCN(C(=O)c2nc3ccccc3s2)CC1 | 2 | -2.9 | -4 | 1 | 11 | 15 | -2 | 3 | -3.6
O=C(Cn1ccccc1=O)NCc1ccc(F)cc1 | -28 | -1.6 | -4 | -11 | -1 | 22 | 3 | -4 | 0.5
C#CC[N+]1(CC#Cc2ccc(C#CC[N+]3(CC#C)CCOCC3)cc2)CCOCC1 | -9 | -3.8 | -3 | 3 | 0 | 0 | 1 | 0 | -1.0
O=C(CSCc1c(Cl)cccc1Cl)Nc1ccccc1-c1ccccc1 | 1 | -2.9 | -9 | -4 | 8 | 34 | 2 | -3 | -0.5
Cc1cccc(C(=O)Nc2nc3ccc(S(C)(=O)=O)cc3s2)c1 | 34 | -3.5 | -21 | -13 | · | -3 | -9 | 6 | -2.9
Cc1ccc(-c2nnc(N(C)C(=O)C3CCCO3)s2)cn1 (stereo not drawn) | 23 | -1.9 | -7 | 4 | 2 | 7 | -2 | 6 | -3.5
CCn1c(C)cc(=O)cc1-c1ccc(Cl)cc1 | · | -2.1 | 13 | -8 | 0 | 5 | -1 | -15 | -3.5
CC(C)(C)[C@H]1C=C(C(=O)NCc2ccccc2)O[C@@H](OCc2ccc(CO)cc2)C1 | -8 | -1.7 | -8 | 3 | 8 | -4 | 6 | 9 | -0.7
Cc1ccc(NNC(=O)CCc2ccccc2)c(C)c1 | 6 | -0.5 | -12 | -2 | 1 | 0 | 9 | 0 | -2.3
CCc1ccc(NC(=O)Nc2cccs2)cc1 | 74* | -3.4 | 1 | -16 | -1 | 10 | -2 | 7 | -2.9
O=C(CCC1CCCN(C(=O)CC2=CCCCC2)C1)N1CCN(c2ccccn2)CC1 (stereo not drawn) | 24 | -3.4 | 11 | -23 | 0 | 29 | -2 | 7 | -1.3
Cc1c(C(=O)N/N=C/c2ccc(N3CCOCC3)cc2)nc2ccccn12 | 32 | -1.5 | -7 | 5 | -2 | 4 | 3 | 0 | -2.0
O=C(CN(Cc1ccccc1Cl)C(=O)c1csnn1)NCc1ccc2c(c1)OCO2 | 31 | -2.6 | 4 | 4 | 0 | 17 | 2 | 11 | -3.4
CC12CCCCN1CCCc1c2[nH]c2ccccc12 (stereo not drawn) | -39 | -2.3 | 0 | -22 | 0 | 0 | 3 | 5 | -4.2
Cc1nn2cc(-c3ccccc3)nc2s1 | 14 | -2.1 | -9 | 3 | 3 | 11 | -6 | 9 | -4.7
COc1cccc(C(=O)Oc2cc(C)[nH]c(=O)c2[N+](=O)[O-])c1OC | -11 | -3.4 | -11 | 0 | -6 | 23 | 1 | 0 | -5.9
CC12CCC(C(=O)O)(c3nc(C#N)c(C#N)nc31)C2(C)C (stereo not drawn) | -9 | -2.3 | 6 | -1 | 11 | · | 1 | 9 | -4.0
Cc1ccc2c(CC(=O)Nc3nc(C)cs3)coc2c1 | -5 | 4.0 | 0 | -13 | -4 | 28 | -5 | 1 | -2.4
O=C(Cn1ccc2ccccc2c1=O)N1CCN(Cc2ccc3c(c2)OCO3)CC1 | 2 | -1.9 | -1 | -16 | 8 | 18 | 3 | 3 | -0.2
COc1ccc(-c2cc(C(=O)Nc3cccc(O)c3)no2)cc1 | 5 | -2.6 | 12 | -20 | 2 | -12 | 0 | -3 | -1.5
COc1ccc(N=Nc2nc(-c3ccccc3)c(-c3ccccc3)[nH]2)cc1 | -18 | -10 | -7 | -5 | -5 | 22 | -4 | -8 | -6.2
COCCCN1CC(=O)N2C(c3cccc(OC)c3OC)c3[nH]c4ccccc4c3C[C@H]2C1=O (stereo partly drawn) | 28 | -3.8 | 4 | 0 | 7 | 6 | 2 | 0 | -1.3
COc1cccc(NC(=O)CSc2nccn2-c2cccc(OC)c2)c1 | 43 | -2.3 | 14 | -1 | 1 | 10 | -1 | 0 | 0.7
CCOC(=O)c1[nH]c2ccc(OC)cc2c1NC(=O)CCN1CCC(C)CC1 | 71* | -3.5 | -2 | 12 | 3 | 8 | · | -2 | -5.9

Sorted by count of non-hydrogen atoms (smallest number first): three of the compounds above.
SMILES | PHOSPHO1 inh | IMP-1 inh | GPR7 antagonist | p-CIP stab down | IDE inh | NALP1 inh | IDE act | PfM18AAP inh | VIM-2 inhibitor
Cc1nn2cc(-c3ccccc3)nc2s1 | 14 | -2.1 | -9 | 3 | 3 | 11 | -6 | 9 | -4.7
Cc1ccc2c(CC(=O)Nc3nc(C)cs3)coc2c1 | -5 | 4.0 | 0 | -13 | -4 | 28 | -5 | 1 | -2.4
O=C(Cn1ccc2ccccc2c1=O)N1CCN(Cc2ccc3c(c2)OCO3)CC1 | 2 | -1.9 | -1 | -16 | 8 | 18 | 3 | 3 | -0.2

Next records follow:
SMILES | PHOSPHO1 inh | IMP-1 inh | GPR7 antagonist | p-CIP stab down | IDE inh | NALP1 inh | IDE act | PfM18AAP inh | VIM-2 inhibitor
CN(C)c1ccc(/C=[N+](\[O-])C(C)(C)/C=N/O)cc1 | -7 | 0.9 | -1 | -7 | 0 | 19 | 0 | 18 | -0.5
CCCCC(CCCCl)C(=O)Nc1ccccc1 (stereo not drawn) | 41 | -2.4 | 10 | -29 | -1 | -5 | 0 | -9 | -4.0
COc1ccc(-c2nc(CN3CCC(C(=O)NC4CCCC4)CC3)c(C)o2)cc1OC | 13 | -0.3 | -6 | -5 | -2 | -4 | 3 | -8 | -0.3
O=C(OCc1ccccc1)/C(=C/c1ccccc1Cl)NC(=O)c1ccco1 | 28 | -3.3 | -16 | 1 | 2 | 12 | 2 | 6 | -3.1
CN(Cc1nc(-c2cccnc2)no1)S(=O)(=O)c1ccccc1 | 55 | -2.2 | -1 | -14 | 9 | -8 | 0 | -13 | 0.4
Cc1cc(C(=O)NCC2COc3ccccc3O2)c2ccccc2n1 (stereo not drawn) | 37 | -2.2 | -11 | -7 | 2 | 2 | 4 | 5 | 0.3
CC(C)C(=O)N1CCN(c2ccc(NC(=O)c3ccc4c(c3)OCCO4)cc2Cl)CC1 | 16 | -0.8 | 1 | -12 | 5 | 10 | 1 | 7 | -0.5
FC(F)(F)c1cccc(N2CCN(C(=S)NC3CCCC3)CC2)c1 | -10 | -1.6 | 4 | -1 | -1 | 14 | 3 | -2 | -1.4
O=C(NCc1ccco1)/C(=C/c1cccnc1)NC(=O)c1cccc(Br)c1 | 19 | -3.7 | -7 | -12 | 2 | 12 | 4 | 1 | -4.0
O=c1ccc2ccc(OCCOc3cccc(Cl)c3)cc2o1 | 28 | -0.2 | 10 | -7 | -1 | 23 | 5 | -10 | -1.5
COc1ccc(Cl)cc1NC(=O)C/C(C)=N/NC(=O)c1ccccc1[N+](=O)[O-] | 36 | -1.9 | -1 | -22 | 2 | 11 | -1 | 1 | -2.8
CC(=O)N1CCc2ccc(S(=O)(=O)N3CC(C)OC(C)C3)cc21 (stereo not drawn) | 16 | 0.1 | 7 | -4 | -3 | 18 | 4 | -7 | -0.5
CCOc1cc(C2NC(=O)c3ccccc3O2)ccc1OC (stereo not drawn) | 14 | -0.5 | -4 | 4 | -2 | 2 | 0 | -1 | -0.4
Cc1cc(C)nc(NC(=O)c2cccs2)n1 | 30 | -1.6 | -4 | -4 | 0 | · | 0 | 1 | -0.2
CC(C)(C)c1ccc(N2C(=O)CC(C/C=C/c3ccccc3)C2=O)cc1 (stereo not drawn) | 42 | -1.5 | 13 | -5 | 3 | · | 2 | -14 | 0.5
Cc1cc(=O)cc(C)n1-c1ccccc1Br | 39 | -3.5 | -2 | -2 | 3 | -2 | 3 | -4 | -1.0
Cc1nc2c(nnn2Cc2c(Cl)cccc2Cl)c(=O)[nH]1 | 19 | -0.9 | 1 | -4 | 0 | 18 | -5 | -15 | 0.7
COc1ccc(-n2c(=S)[nH]c3sc(-c4ccccc4)cc3c2=O)c(OC)c1 | -40 | -2.7 | -13 | 0 | -4 | · | -2 | -7 | -2.6
Cc1nnc(SCCC#N)n(CCC#N)c1=O | -36 | -0.8 | 4 | -11 | -2 | 12 | 3 | -5 | -0.3
Nc1nnc(SCC(=O)OCC(=O)Nc2ccccc2F)s1 | 28 | -3.8 | -7 | 1 | 1 | -4 | 0 | -5 | -3.1
CCOc1ccc(/C=C2\CCCc3c2nc2ccccc2c3C(=O)O)cc1OC | 10 | 29* | 7 | -116 | -36 | 8 | 48* | 27 | 38*
Cc1cc(=O)oc2c(C)c(OC3CCCCC3=O)ccc12 (stereo not drawn) | 23 | -4.5 | -5 | -14 | 2 | 0 | 1 | -1 | -0.9
CCOc1ccc(S(=O)(=O)N2CCN(C)CC2)cc1NC(=O)c1ccccc1F | 7 | -0.3 | 0 | -11 | -4 | 26 | -4 | -4 | 5.5
O=C(NCc1nnc(SCC(=O)N2CCCC2)o1)c1ccco1 | -7 | -5.4 | -2 | -3 | 0 | 1 | 2 | 3 | -3.3
CSc1nc2c(c(=O)[nH]1)C(c1ccc(F)cc1)CC(=O)N2 (stereo not drawn) | -16 | -2.5 | -12 | -6 | 7 | -6 | 0 | -5 | -1.2
Following part
SMILES | PHOSPHO1 inh | IMP-1 inh | GPR7 antagonist | p-CIP stab down | IDE inh | NALP1 inh | IDE act | PfM18AAP inh | VIM-2 inhibitor
COc1ccc(OC)c(NC(=O)c2ccno2)c1 | -1 | -2.7 | -1 | -8 | 1 | -8 | 4 | -4 | -2.6
Cc1c2cnn(CC(=O)Nc3c(F)c(F)cc(F)c3F)c(=O)c2c(C)n1Cc1ccccc1F | -13 | -1.1 | 7 | -4 | 4 | 0 | -4 | -7 | -0.5
COc1ccc(-n2nc3c(c2NC(=O)C2CC2)CS(=O)C3)cc1 (stereo not drawn) | 37 | 3.0 | -9 | -13 | 2 | 18 | 1 | -8 | -0.3
O=C(N/C(=C/c1ccco1)C(=O)N1CCCCC1)c1cccs1 | -2 | -1.3 | -13 | -4 | 4 | 27 | 0 | 15 | -3.2
CCOc1ccc2oc(-c3ccccc3)c(C(=O)N3CCN(CCO)CC3)c2c1 | -7 | 2.9 | -6 | 1 | · | 5 | 5 | -4 | -1.8
Cc1cc(=O)nc2c3ccccc3n(CC(=O)NCCCN3CCCCC3C)n12 (stereo not drawn) | 15 | -2.6 | -7 | -4 | 1 | 8 | 8 | 1 | 6.0
COc1ccc(Cc2n[nH]c(=S)n2C)cc1Br | -71 | -1.0 | -3 | -2 | 5 | 15 | 8 | 13 | -0.7
CCOC(=O)C1=C(C)NC2=C(C(=O)CCC2)C1c1cn(Cc2ccc(Cl)cc2Cl)nc1-c1ccccc1 (stereo not drawn) | 21 | -3.0 | -6 | 3 | 0 | 12 | 4 | 0 | -1.6
CO/N=C(\CS(=O)(=O)Cc1ccc(OC)cc1)c1ccc(Cl)cc1 | 25 | -2.0 | -2 | 4 | -2 | 4 | -6 | -2 | -1.5
CCN(CC)CCNC(=O)C(=O)Nc1cc2c3c(c1)CCC(=O)N3CCC2 | 44 | -3.2 | 3 | 1 | 3 | 13 | -2 | 1 | -1.6
Cc1cc(Cl)ccc1OCCCC(=O)NCCc1nnc2ccccn12 | 14 | 0.0 | -5 | -18 | 3 | -2 | -2 | 5 | -4.2
Cc1ccccc1C(=O)N1CCN(c2ccc(NC(=O)CSc3ccc(Cl)cc3)cc2)CC1 | 20 | -1.6 | 6 | -14 | 2 | -9 | -4 | -5 | -2.6
